P. falciparum M1AAP – P. falciparum M1AAP inhibitors, biochemical, fluorogenic H-Leu-NHMec substrate, 1536-well (AID 1445); inhibition, % at 30 µM; hits with a dose series show IC50 in µM; recombinant M1AAP, H-Leu-NHMec fluorogenic kinetic assay; higher % means a stronger effect; 220,000 tested, 0.42% active;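 active = primary inhibition above the hit cutoff, then over 50% inhibition at one or more dose response concentrations, cut at about 23% in these data, passing the limit was not always enough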;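 note: plate controls were DMSO full reaction for no effect and no enzyme background for full effect; strong numbers were not always called active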
West Nile virus CPE – inhibition of WNV-induced cytopathic effect – cell-based, CPE readout (AID 1621); West Nile virus-infected cells, CPE inhibition; higher % means a stronger effect; CPE inhibition, % at 10 µM, or IC50 in µM where a hit was titrated; 290,000 tested, 0.02% active; in the data active = a potency from the dose series; note: strong numbers were not always called active
RSV CPE inhibition – RSV antiviral activity via CPE protection, HEp-2 cells, primary 10 µM value included (AID 2391); HEp-2 cells, RSV-induced CPE inhibition; higher % means a stronger effect; CPE inhibition, % at 10 µM; hits with a dose series show IC50 in µM; 310,000 tested, 0.13% active; in the data active = a potency from the dose series; note: strong numbers were not always called active
K1F lysis inhibition – inhibition of K1F phage lysis, E. coli UTI89, bacterial capsule biogenesis inhibitors, alamar blue (AID 488966); E. coli UTI89 K1F phage lysis, alamar blue, 2 h; higher % means a stronger effect; 340,000 tested, 0.02% active; one-dose inhibition, % at 100 µM; IC50 in µM for titrated hits;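 active = phage lysis inhibition, versus mean bacterial control, above a set limit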;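 note: capsule biogenesis inhibitors block K1F phage lysis so surviving cells raise fluorescence; higher fluorescence means more inhibition of phage lysis; actives were called in the ten point dose series up to 300 µM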
T cell HTS – T cell immune modulation candidate. 2C CD8+ T cell-vesicle binding, flow cytometry; hits give low values. calls only at 7 µM. 330,000 tested, 0.068% active;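 active = response, share of CD8 T cells binding vesicles, and their 90th percentile fluorescence all below set limits, cut at about 80% in these data, passing the limit was not always enough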
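Test system: purified 2C TCR transgenic mouse naive CD8+ T cells. Probe or stimulus: QL9-peptide-loaded Drosophila micro-vesicles bearing Ld, ICAM-1 and B7-1. Incubation: binding step 1.5 h, 37 °C, antibody labelling 20 min, ice. Measured by: flow cytometry of vesicle-bound cells.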
PMI inhibitors – inhibitors of human PMI, primary screen, biochemical, fluorescence intensity, coupled assay (AID 1209) | purified PMI enzyme, coupled fluorescence intensity; higher % means a stronger effect | inhibition, % at 20 µM, or IC50 in µM where a hit was titrated | 190,000 tested, 0.42% active;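 note: plate controls were DMSO vehicle for no effect and wells lacking substrate for full effect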
human PMI inhibitors – MPI inhibition at elevated mannose 6-phosphate – biochemical, fluorescence intensity, high mannose 6-phosphate, primary screen (AID 1220) | recombinant PMI enzyme, coupled fluorescence intensity; higher % means a stronger effect | one-dose inhibition, % at 20 µM; IC50 in µM for titrated hits | 190,000 tested, 0.66% active
TNAP activation fold – human TNAP enzyme activators, primary screen, biochemical, luminescent, no phosphate acceptor, uHTS (AID 1001). 200,000 tested, 0.03% active. one-dose activation fold at 20 µM; EC50 in µM for titrated hits. purified TNAP, luminescent activation assay, no phosphate acceptor; higher activation fold means a stronger effect; in the data active = activation fold from about 3, or a potency from the dose series; inactive = the rest, 99 in 100 with activation fold below about 1.6; note: many of its hits are not listed in these tables
P. falciparum M17LAP – P. falciparum M17LAP inhibitors, primary screen, biochemical, fluorogenic H-Leu-NHMec substrate, 1536-well (AID 1619) | recombinant M17LAP, H-Leu-NHMec fluorogenic kinetic assay; higher % means a stronger effect | one-dose inhibition, % at 30 µM; IC50 in µM for titrated hits | 220,000 tested, 0.38% active;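 active = compound inhibiting the enzyme by more than half at any dose during confirmatory dose-response retesting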;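 note: plate controls were full reaction with DMSO carrier for no effect and no enzyme background for full effect; strong numbers were not always called active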
T cell HTS vesicle-bound % – second read-out of T cell HTS, no call of its own (marks repeat the call); double positive events, %; measured here: CD8+ vesicle-bound cell fraction;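 binding gate set so that unloaded-vesicle control wells show 10% double positive cells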
* marks the source's active call; other numbers are inactive results; i = inactive; . = no result given; [ ] = remark or other dose. Cut-off read from the data, not from the text of the source, unless noted: active = inhibition above about 50%; inactive = the rest.

Each structure is followed by: P. falciparum M1AAP, West Nile virus CPE, RSV CPE inhibition, K1F lysis inhibition, T cell HTS, T cell HTS vesicle-bound %, PMI inhibitors, human PMI inhibitors, TNAP activation fold, P. falciparum M17LAP
> CCOC(=O)c1sc(NC(=O)CSc2nnc(Cc3ccccc3)o2)c(C#N)c1C
→ 5.1%, ., 11.7%, -0.1%, i, 44.3, 72.4%*, 35.3%, 1.1, 53.5%
> Cc1ccc(CNS(=O)(=O)c2ccc3c(c2)n(C)c(=O)n3C)cc1
→ ., -1.5%, 10.2%, 0.1%, i, 20.3, ., ., ., .
> CCSc1cnc(-c2ccccc2)n1CC
→ -0.4%, 0.0%, 1.5%, 1.9%[50 µM], i, 40.6, 0.3%, -1.3%, 0.9, 5.8%
> Cn1cc(C(=O)NCCO)c(=O)c2ccccc21
→ 5.0%, 0.4%, 0.3%, 0.5%, i, 37.6, -10.0%, -12.2%, 1.1, -0.3%
> Cc1ccc(CNC(=O)CC(C)S(=O)(=O)c2ccc3c(c2)NC(=O)CS3)o1 (stereo not drawn)
→ ., 0.0%, 1.1%, -0.1%, i, 32.6, ., ., ., .
> COc1ccc(OC)c(C2C(C(=O)c3ccco3)=C(O)C(=O)N2Cc2cccnc2)c1 (stereo not drawn)
→ ., 0.1%, 2.9%, 0.1%, i, 10.9, ., ., ., .
> CN(CC(=O)NC1CCCc2ccccc21)S(=O)(=O)c1cccs1 (stereo not drawn)
→ 4.3%, -2.0%, 2.6%, 7.3%, i, 48.6, 12.2%, 10.0%, 1.2, 13.7%
> Cc1cccc(N(CC(=O)NC2CCCCC2)C(=O)c2ccc(C)s2)c1
→ -5.7%, -0.9%, 0.5%, 3.1%, i, 47.4, 4.4%, -5.8%, 1.1, 12.3%
> O=C(CN1CCCCC1)Nc1ccc(NC(=O)c2ccccc2Cl)cc1Cl
→ -4.4%, -0.4%, 10.7%, 0.9%, i, 35.9, -7.0%, -2.4%, 1, -3.3%
> O=C(Cn1nc(-c2ccc(Cl)cc2)ccc1=O)NCC1CCCO1 (stereo not drawn)
→ 8.4%, -0.1%, 4.4%, -0.7%, i, 43.9, 2.1%, 1.9%, 1.2, 19.0%
> Cn1c(-c2cccc(Br)c2)n[nH]c1=O
→ 4.7%, -0.1%, 2.3%, ., i, 46.4, -8.4%, -9.8%, 0.8, 7.3%
> CN1CCN(/C=C(\C#N)S(=O)(=O)c2ccc(Cl)cc2)CC1
→ -1.4%, 0.2%, ., -0.1%, i, 27.5, ., ., ., 9.6%
> Cc1ccc(OC(=O)c2cccc(C(=O)Oc3ccc(C)cc3)n2)cc1
→ 7.0%, 1.0%, 2.1%, 0.6%, i, 21.6, 11.1%, 4.8%, 1.1, 10.3%
> COc1cc2[nH]c(=O)n(CCCCCC(=O)NCCCN3CCCC3=O)c(=O)c2cc1OC
→ 6.1%, -0.5%, -0.5%, -0.3%, i, 6.6, 1.8%, 1.8%, 1, 11.1%
> COc1cccc(-c2noc(C(C)n3nc(C)c([N+](=O)[O-])c3C)n2)c1 (stereo not drawn)
→ 0.4%, -0.2%, 4.6%, 0.6%, i, 12.0, -4.0%, 1.8%, 1, -0.8%
> O=C(COc1ccccc1)N1CCN(S(=O)(=O)c2cccs2)CC1
→ 1.9%, 0.0%, -0.7%, -1.8%, i, 3.1, 8.3%, 7.3%, 1.1, 9.1%
> CN(C)S(=O)(=O)c1cccc(COC(=O)CN2C(=O)NC3(CCCC3)C2=O)c1
→ ., -0.5%, 0.9%, 0.6%[50 µM], i, 13.4, ., ., ., .
> CCOC(=O)CSc1nc2ccccc2n2cnnc12
→ -2.8%, 0.3%, -0.7%, 6.3%, i, 30.1, 12.1%, 6.7%, 1.1, 6.4%
> O=C(CCC(=O)N(CC(=O)NC1CCCC1)c1ccc(F)cc1)Nc1nccs1
→ ., -0.9%, 0.2%, 0.0%, i, 53.5, ., ., ., .
> COc1ccccc1CNC(=O)c1ccc(NS(=O)(=O)c2c(C)noc2C)cc1
→ 2.3%, 0.4%, 1.3%, -1.9%, i, 34.5, 7.8%, 8.7%, 1, -2.9%

Continuation:
Each structure is followed by: P. falciparum M1AAP, West Nile virus CPE, RSV CPE inhibition, K1F lysis inhibition, T cell HTS, T cell HTS vesicle-bound %, PMI inhibitors, human PMI inhibitors, TNAP activation fold, P. falciparum M17LAP
> O=C(C[n+]1ccc(C(=O)NCCCO)cc1)c1cccc(Br)c1
→ 3.5%, 1.0%, ., -0.8%, i, 45.1, ., ., ., 1.7%
> CCC(C)NCc1ccc(C(=O)OC)o1 (stereo not drawn)
→ 2.2%, -0.1%, 2.3%, 1.6%, i, 10.5, 4.4%, 5.0%, 1.1, -6.2%
> COc1ccc(-n2nc(C(=O)NCC(=O)N3CCN(c4ccccn4)CC3)c3ccccc3c2=O)cc1OC
→ -1.9%, 0.3%, -0.6%, 0.7%, i, 23.2, 0.8%, 2.7%, 1.1, -2.6%
> CCc1ccc(CNC(=O)C2CCC(=O)N(CCc3ccc(Cl)cc3)C2)nc1 (stereo not drawn)
→ ., -0.7%, 3.9%, 0.0%, i, 7.4, ., ., ., .
> Cc1sc2ncnc(SCC(=O)N3c4ccccc4Sc4ccc(Cl)cc43)c2c1C
→ -0.5%, -1.4%, 3.2%, 2.1%, i, 50.5, -4.6%, 0.1%, 1.1, -4.6%
> COc1cccc(CN2CCN(Cc3nc4c(s3)CCCC4)CC2CCO)c1 (stereo not drawn)
→ -1.9%, -1.4%, 0.3%, 0.2%, i, 60.3, 9.7%, 7.0%, 1, -2.1%
> O=C(NC(=S)Nc1ccc(Cl)cn1)c1cc([N+](=O)[O-])ccc1N1CCOCC1
→ ., -0.1%, 1.1%, 0.1%[50 µM], i, 64.4, ., ., ., .
> COc1cc(C)c(C(=O)Oc2cc(C)c(C(=O)O)c(O)c2C)c(OC)c1C
→ 5.2%, 0.0%, 4.1%, -7.4%, i, 16.4, -5.7%, 5.6%, 1, 13.1%
> CC(C)(C#N)N([O-])C=C[N+](=O)C(C)(C)C#N
→ 5.6%, 0.4%, 0.5%, 3.8%, i, 32.4, 5.5%, 12.0%, 1.1, 21.4%
> O=C(O)c1ccc(COc2ccccc2C=C2C(=O)c3ccccc3C2=O)cc1
→ 74.9µM*, 0.2%, 0.7%, 0.1%, i, 40.9, 4.5%, 4.9%, 1, 4.8%
> O=C(c1ccc(=O)[nH]c1)N1CCCc2ccccc21
→ ., 0.1%, 1.4%, 0.5%, i, 22.5, ., ., ., .
> CCO[C@H]1OC(C(=O)O)=C[C@@H](C2CC2)[C@@H]1CCCO
→ -2.4%, -0.1%, 4.2%, ., i, 24.6, -6.3%, -9.8%, 1.1, -5.1%
> CCc1ccc(NC(=O)CNS(=O)(=O)c2c(C)noc2C)cc1
→ -0.7%, -0.3%, 0.9%, 0.3%, i, 53.0, 5.1%, -0.3%, 1.2, 11.3%
> O=C(CN1C2CCCC1CC(NC(=O)c1ccccc1)C2)Nc1ccccc1C(F)(F)F (stereo not drawn)
→ ., -0.8%, 17.1%, 0.2%, i, 31.0, ., ., ., .
> O=C(Cc1ccccc1)N1CCCC(c2nc(-c3ccc(S(=O)(=O)N4CCCC4)cc3)no2)C1 (stereo not drawn)
→ 3.1%, -0.8%, 15.3%, 2.4%, i, 38.2, 0.4%, -0.2%, 0.9, 0.8%
> Cc1ccc(S(=O)(=O)N(C(=N)N)c2nc(N(C)C)nc(N(C)C)n2)cc1
→ ., -1.1%, 2.2%, 0.2%, i, 56.7, ., ., ., .
> Cc1c(Br)c(O)c(Br)c(O)c1/C=N/n1c(-c2ccccc2)n[nH]c1=S
→ ., -1.5%, -0.5%, 0.2%, i, 27.3, ., ., ., .
> CC(C)CCNC(=O)C1CC(c2cccc([N+](=O)[O-])c2)=NO1 (stereo not drawn)
→ 0.0%, -0.1%, 1.3%, 1.6%, ., ., -2.7%, -2.1%, 1, 3.1%
> COc1ccc(C2CC(c3ccc(OC)cc3O)=NN2C(=O)c2ccccc2)cc1 (stereo not drawn)
→ ., -0.3%, 6.7%, 0.3%[50 µM], i, 24.1, ., ., ., .
> CCOC(=O)c1nn(-c2ccc(F)cc2)c2nc(Nc3ccccc3)cc(=O)n12
→ 2.6%, -0.7%, 4.5%, 1.1%, i, 30.1, 0.7%, -3.7%, 1.1, 1.0%

(list continues)
Each structure is followed by: P. falciparum M1AAP, West Nile virus CPE, RSV CPE inhibition, K1F lysis inhibition, T cell HTS, T cell HTS vesicle-bound %, PMI inhibitors, human PMI inhibitors, TNAP activation fold, P. falciparum M17LAP
> CCOC(=O)C1=C(N)Oc2cc(O)ccc2C1c1ccccc1 (stereo not drawn)
→ ., 0.6%, 4.7%, 0.3%, i, 38.8, ., ., ., .
> O=C(COc1ccc([N+](=O)[O-])cc1)Nc1cccc2nsnc12
→ ., -0.8%, 2.1%, -1.5%[50 µM], i, 3.1, ., ., ., .
> CCOC(=O)N1CCN(c2c(NCc3ccccc3Cl)c(=O)c2=O)CC1
→ 69.3µM*, -0.3%, 2.6%, 0.1%, i, 34.7, ., ., ., 14.7%
> Cc1ccc(NC(=O)CNC(=O)c2ccco2)cc1
→ ., 1.4%, 1.3%, 1.9%[50 µM], i, 23.3, ., ., ., .
> CC(=O)N1CCc2cc(S(=O)(=O)NC(CC(C)C)C(=O)N3CCc4ccccc4C3)ccc21 (stereo not drawn)
→ -0.4%, -1.0%, 2.3%, 0.1%, i, 26.2, 4.9%, 4.8%, 1.1, 5.1%
> COc1ccc(N2C(=O)CCC(C(=O)O)C2c2ccc(F)cc2)cc1 (stereo not drawn)
→ -2.9%, -0.1%, 0.3%, 1.9%, i, 55.6, -6.3%, -1.1%, 1, 8.4%
> COc1ccc(Nc2nc(-c3ccccc3)nc3ccccc23)cc1S(=O)(=O)N1CCOCC1
→ 9.4%, -0.1%, 1.6%, 0.1%, i, 30.5, ., ., ., -8.8%
> O=C(c1cccnc1)N1CCN(C(=O)c2ccco2)CC1
→ -1.1%, 0.3%, 0.0%, 0.3%, i, 24.5, -5.8%, -4.1%, 1.1, -14.2%
> Cc1[nH]c(C)c(S(=O)(=O)NCCc2ccccc2)c1C(=O)N1CCCC1
→ ., -1.1%, 0.8%, 0.2%, i, 5.7, ., ., ., .
> CCN(C(=O)CN1CCN(c2cccc(Cl)c2)CC1)c1c(N)n(Cc2ccccc2)c(=O)[nH]c1=O
→ -0.7%, -0.1%, 0.2%, 0.1%, i, 33.4, 0.7%, 13.2%, 1.1, 3.1%
> C=CCN(c1ccc(Cl)cc1)S(=O)(=O)c1cccc(C(=O)O)c1
→ 2.7%, 0.3%, -0.9%, -4.7%, i, 41.0, -17.6%, -6.8%, 1.1, 1.5%
> CCOC(=O)Cc1csc(SCn2nnc3ccccc3c2=O)n1
→ 1.4%, 0.2%, -0.6%, -0.4%, i, 51.5, 1.9%, -0.1%, 1, -3.2%

Assay outcomes from PubChem.
